Pol beta inh – blocks human DNA polymerase beta activity | P06746 | Pol beta primer extension/strand displacement, fluorescence kinetic | Potency, µM (highest dose often 114 µM), inactives show at the highest dose activity change, negative = inhibition, actives largely listed as inhibitors | hit rate 1.3% among 340,000 | AID 485314; further: potency means the concentration at half of the fitted maximal effect; on the % scale 0 is the no-effect control and ±100 the full control effect
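Enzyme-only controls used 10 nM Pol beta; buffer lacking enzyme served as negative control. Compound preincubated 15 min, then 50 nM substrate added; 0 and 10 min reads at room temperature.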
Anesthetic bind – candidate novel general anesthetic via apoferritin binding | P02791 | apoferritin/1-aminoanthracene competitive binding, fluorescence | Potency, µM (highest dose often 77.5 µM), without a hit: at the highest dose activity change, negative = displacement, usual class: inhibitors | hit rate 0.074% among 350,000 | AID 485281; further: potency means the concentration at half of the fitted maximal effect; on the % scale 0 is the no-effect control and ±100 the full control effect; nearly all actives have a fitted effect of over 20% in size
Target sequence (P02791 2-175 limits assumed): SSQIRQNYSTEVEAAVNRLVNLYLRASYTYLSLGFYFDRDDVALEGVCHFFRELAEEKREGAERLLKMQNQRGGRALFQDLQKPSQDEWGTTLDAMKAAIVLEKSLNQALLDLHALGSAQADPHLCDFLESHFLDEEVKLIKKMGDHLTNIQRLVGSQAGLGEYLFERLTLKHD
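Horse-spleen apoferritin (10 uM) in 50% saturated 1-aminoanthracene in PBS was incubated 10 min at room temperature with compound. Fluorescence (ex 380, em 535 nm) was normalized to free and bound 1-AMA, with concentration-response fitted by a four-parameter Hill equation.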
APE1 inh – APE1 (human) endonuclease inhibition; hit rate 0.35% among 350,000; recombinant APE1, TAMRA/BHQ-2 abasic DNA cleavage fluorescence; Potency, µM (series often up to 65.8 µM), for the others: at the highest dose activity change, negative = inhibition, actives largely listed as inhibitors; P27695;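 further: potency means the concentration at half of the fitted maximal effect; plate controls were vehicle for no effect and reference inhibitor for full effect; nearly all actives have a fitted effect of over 55% in size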
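Quantitative HTS: incision of a TAMRA/BHQ-2 double-stranded substrate bearing a tetrahydrofuran abasic site by 0.75 nM APE1 raises fluorescence. Substrate 50 nM final, added after 15 min compound preincubation at room temperature; progress as third-minus-first kinetic read difference.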
PGK inhibitor – blocks T. brucei phosphoglycerate kinase; P07378; Potency, µM (series often up to 57.5 µM), for the others: top-dose activity change, negative = inhibition, usual class: inhibitors; PGK/GAPDH coupled, Kinase-Glo luminescence, 60 min; hit rate 0.043% among 380,000; further: potency means the concentration at half of the fitted maximal effect; on the % scale 0 is the no-effect control and ±100 the full control effect; nearly all actives have a fitted effect of over 60% in size
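Luminescent ATP detection (Kinase-Glo Plus) follows a 60-minute room-temperature incubation, with wells lacking PGK as controls. Buffer: 100 mM TEA (pH 7.6), 5 mM MgCl2, 0.01% Tween-20. Coupling enzyme GAPDH (100 nM final) supplies unstable 1,3-BPG in-well.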
BLM helicase inh – blocks DNA unwinding by human BLM helicase. P54132. recombinant BLM DNA unwinding, fluorescence dequenching. Potency, µM (titrated, usually from 56.1 µM), for inactives: at the highest dose activity change, negative = inhibition, actives largely listed as inhibitors. hit rate 0.2% among 350,000. AID 2528;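 further: potency means the concentration at half of the fitted maximal effect; plate controls were vehicle for no effect and no enzyme for full effect; nearly all actives have a fitted effect of over 35% in size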
POLH inh – blocks human DNA polymerase eta activity; recombinant Pol eta, fluorescent DNA replication assay; Potency, µM (top dose mostly 114 µM), for the others: at the highest dose activity change, negative = inhibition, most hits filed as inhibitors; hit rate 1.2% among 390,000; Q9Y253; AID 588591; further: potency means the concentration at half of the fitted maximal effect; on the % scale 0 is the no-effect control and ±100 the full control effect
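Fluorescent replication assay: 50 nM final substrate added after a 15 min room-temperature compound preincubation with 10 nM enzyme. Signal taken at 0 min and again at 10 min.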
POLI inh – blocks human DNA polymerase iota activity; Potency, µM (highest dose often 115 µM), inactives show at the top dose activity, negative = inhibition, usual class: inhibitors; hit rate 1% among 390,000; AID 588590; Q9UNA4; Pol iota fluorescent replication assay, 10 min; further: potency means the concentration at half of the fitted maximal effect
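Fluorescent replication assay read twice, at 0 min and 10 min after adding 50 nM (final) substrate. Enzyme (10 nM) and compounds were first incubated 15 min at room temperature; enzyme-free buffer wells were negative controls.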
Pol kappa inh – inhibitors of human DNA polymerase kappa. Q9UBT6. purified Pol kappa, fluorescent DNA synthesis assay, 10 min. Potency, µM (top dose mostly 107 µM), without a hit: top-dose activity, negative = inhibition, actives largely listed as inhibitors. hit rate 0.53% among 400,000; further: potency means the concentration at half of the fitted maximal effect; on the % scale 0 is the no-effect control and ±100 the full control effect
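Pol kappa 10 nM + cpd, 15 min RT; start w/ substrate 50 nM final; fluorescence kinetic read, 0 and 10 min. Neg ctrl: buffer, no enzyme.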
RXFP1 antag – RXFP1 (human) relaxin receptor antagonism; activity change, negative = inhibition, % at 57.5 µM; HEK293-RXFP1, relaxin-stimulated cAMP HTRF, 30 min; stronger effect = lower value; Q9HBX9; hit rate 0.59% among 350,000;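 active means activity change of -60% or lower, but not beyond a set lower limit; inconclusive means change between -60% and -40%, or beyond the set limit; inactive means change above -40%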; further: on the % scale 0 is the no-effect control and ±100 the full control effect
Target sequence (Q9HBX9 whole entry, looked up): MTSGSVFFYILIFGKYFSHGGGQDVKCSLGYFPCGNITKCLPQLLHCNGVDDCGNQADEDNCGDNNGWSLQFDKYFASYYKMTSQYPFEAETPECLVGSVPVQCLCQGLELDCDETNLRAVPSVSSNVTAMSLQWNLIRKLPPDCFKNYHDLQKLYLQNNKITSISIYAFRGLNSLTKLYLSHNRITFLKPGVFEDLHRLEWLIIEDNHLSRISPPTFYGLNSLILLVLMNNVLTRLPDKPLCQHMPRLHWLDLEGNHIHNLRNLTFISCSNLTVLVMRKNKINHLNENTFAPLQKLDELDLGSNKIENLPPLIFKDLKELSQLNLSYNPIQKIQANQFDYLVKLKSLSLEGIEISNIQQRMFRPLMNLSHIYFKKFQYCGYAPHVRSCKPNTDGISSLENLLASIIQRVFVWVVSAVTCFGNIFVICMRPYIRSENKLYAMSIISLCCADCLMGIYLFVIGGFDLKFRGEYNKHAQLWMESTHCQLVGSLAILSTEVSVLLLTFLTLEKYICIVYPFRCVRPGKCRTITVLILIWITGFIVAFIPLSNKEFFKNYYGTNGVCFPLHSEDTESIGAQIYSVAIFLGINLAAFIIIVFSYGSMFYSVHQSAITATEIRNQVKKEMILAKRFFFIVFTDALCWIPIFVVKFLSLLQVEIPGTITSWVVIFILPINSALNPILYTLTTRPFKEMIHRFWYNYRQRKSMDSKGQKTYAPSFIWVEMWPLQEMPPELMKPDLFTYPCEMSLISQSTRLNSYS
* = called active by the depositor; i = inactive; ? = inconclusive; . = no result given; [ ] = remark or other dose. Unless noted, the call rests on the fitted dose curve; in most records, active means well fitted curve in the direction sought with a large enough effect; inconclusive means small, poorly fitted or top-dose-only effect, or another doubt; inactive means no such curve, though single readings can be large; an effect the other way counts as inactive or inconclusive. Only part of the results is shown; the hit share may differ from the screen's.

SMILES | Pol beta inh | Anesthetic bind | APE1 inh | PGK inhibitor | BLM helicase inh | POLH inh | POLI inh | Pol kappa inh | RXFP1 antag
CCOC(=O)C1=NOC(CN(c2ccccc2)S(=O)(=O)c2ccc(Cl)cc2)C1 (stereo not given) | 0% | -10% | 8% | 5% | -4% | -14% | 24% | -4% | -2
COc1ccc(S(=O)(=O)N2CCOCC2)cc1NC(=O)CC(C)c1ccccc1 (stereo not given) | . | . | -10% | i | . | -11% | -13% | -1% | 7
CCOC(=O)c1c(S(=O)(=O)N2CCN(Cc3ccccc3)CC2)c(C)n(C)c1C | 6% | -3% | -10% | 14% | 0% | 2% | -6% | -5% | 9
CCn1c(=O)cc(OCC(=O)Nc2cc(C)ccn2)c2ccccc21 | -3% | -11% | 7% | -7% | 7% | -15% | 7% | -3% | 2
Cc1ccc2c(c1)CCCN2C(=O)C1CCCO1 (stereo not given) | ? | -3% | -6% | 7% | -1% | -13% | 10%[58.9 µM] | -2% | 15
O=C(CN1C(=O)C2CCCCC2C1=O)Nc1ccccc1N1CCCC1 (stereo not given) | . | . | -8% | 2% | . | -3% | 26% | -6% | -99*
O=C1NCN(c2ccccc2)C12CCN(CCCC(c1ccc(F)cc1)c1ccc(F)cc1)CC2 | -6%[57.1 µM] | -19% | -10% | -4% | -10% | -14% | 3% | ? | ?
CCOc1ccc(C2CC(c3ccc(F)cc3)Nc3nc(N)nn32)cc1 (stereo not given) | 2% | 7% | 2% | -4% | -9% | -6% | 8% | 0% | -7
CCN(C[C@H]1N[C@@](CC)(C(=O)OC)[C@H]2C(=O)N(Cc3ccccc3)C(=O)[C@@H]12)C(=O)c1ccc(F)cc1 | . | . | -6% | -1% | . | -16% | ? | -2% | .
Cn1nnc2c(NCc3ccccc3Cl)ncnc21 | 13% | -3% | . | -1% | 0% | 16% | -6% | -1%[60.1 µM] | 3
O=C(COc1ccccc1)NC1CCN(Cc2ccccc2)CC1 | ? | 0% | -3% | -8% | 2% | 0% | 13% | -10% | 1
C(=N\N=C\c1ccccc1)/c1ccccc1 | -4% | -5% | 4% | -15% | 1% | -6% | 88%[activator] | -19% | 8
Cc1[nH]n(-c2ccccc2)c(=O)c1S(=O)(=O)c1ccccc1 | 1% | -21% | -2% | i | -6% | -7% | ? | -7% | 5
COc1ccc(CCN2C(=O)c3[nH]nc(-c4ccccc4O)c3C2c2cccc(OC)c2)cc1 (stereo not given) | 3% | -10% | . | -9% | -6% | -12% | 6% | 11% | -17
COc1ccc(CNC(=O)CN2C(=O)C3C4C=CC(C4)C3C2=O)cc1 (stereo not given) | 1% | -9% | 8% | 6% | -8% | -10% | 25% | 6%[60.1 µM] | -1
O=C(C1=C[C@@H](c2ccc(Br)cc2)C[C@@H](OCCCCO)O1)N1CCOCC1 | 18% | -5% | 6% | -4% | -1% | -1% | 46%[activator] | -16% | .
CC(CN1CCCCC1)OC(=O)c1ccccc1Cl (stereo not given) | 23% | -5% | -1% | -1% | 2% | 8% | 0% | -4% | -1
FC(F)(F)c1cccc(CNC2CCN(Cc3ccccc3)CC2)c1 | 23% | -11% | 11% | -9% | -4% | -4% | 8% | -8% | -12
CC1CCN(CCNC(=O)C2CCCN(c3ncnc4c3nc3n4CCCCC3)C2)CC1 (stereo not given) | 17% | -2% | -1% | 2% | 3% | -15% | 69%[activator] | 0% | -19
COc1cccc(C2NC(CC(C)C)(C(=O)O)C3C(=O)N(Cc4ccccc4)C(=O)C23)c1O (stereo not given) | 15% | 1% | 0% | -9% | 0% | -17% | -7% | -1% | -3
O=C(c1cc(COc2ccc(F)cc2Cl)on1)N1CCN(C2CCCCC2)C(=O)C1 | -1% | 4% | -1% | 0% | -4% | -28% | 26% | -22% | -13
CCN(CC(=O)NCc1ccc(Cl)cc1)C(=O)c1cc2ccccc2o1 | -2% | 3% | 38% | -1% | -1% | -6% | 39%[activator] | -27% | -2
Nc1nc(Cl)cc(Oc2ccc([N+](=O)[O-])cc2)n1 | 19% | -3% | 2% | . | -3% | -4% | 21% | 10% | 9
Cc1ccc(-c2ocnc2C(=O)Nc2nc(C)cs2)cc1 | 7% | -15% | 57%[activator] | -10% | -6% | -5% | 131%[activator] | -8% | -21
COc1ccc(C2C(C(=O)NCC3CCCO3)CCC(=O)N2c2ccc3c(c2)OCO3)cc1 (stereo not given) | 2% | 4% | -1% | 1% | -1% | -10% | 7% | -2% | -2
CCOc1ccc(Cl)cc1S(=O)(=O)N1CCC(C(=O)NCC2CCCO2)CC1 (stereo not given) | 46% | -12% | 13% | -5% | 1% | 0% | 7% | -5% | 0
OC(CN1CCOCC1)Cn1c2ccccc2c2ccccc21 (stereo not given) | 27% | -8% | -12% | . | 3% | -3% | -2% | 9% | -11
CC12CCC(C(NC(=S)NN)C1=O)C2(C)C (stereo not given) | . | . | . | i | . | -12% | 9% | 6% | 5
COc1ccc(-c2noc(CCC(=O)N3CCN(c4ccccc4Br)CC3)n2)cc1 | . | . | -17% | 2% | . | -9% | -25% | -13% | .
O=C(CCNC(=O)c1ccc(Br)cc1)Nc1ccc(S(=O)(=O)Nc2ncccn2)cc1 | . | . | 29% | -2% | . | ? | -17% | -10% | 2
O=C(Cn1cnc2c(nnn2Cc2ccc(F)cc2)c1=O)Nc1ccc2c(c1)OCCO2 | 6% | -1% | 26% | -5% | -8% | -1% | 2% | -4% | -18
CN1CCc2c(sc3c2C(=O)NC(c2cccc(OC(=O)c4cccs4)c2)N3)C1 (stereo not given) | -7% | -22% | -5% | 8% | -7% | -17% | 48%[activator] | -4% | .
COC(=O)CSC1=C(C#N)C(=O)NC(c2ccccc2)S1 (stereo not given) | 18% | -7% | -2% | 0% | 0% | 1% | 6% | -13% | 9
COc1cc(C2c3c([nH]c(=O)[nH]c3=O)Nc3ccc4ccccc4c32)cc(OC)c1OC (stereo not given) | 8% | -1% | -7% | ? | 25µM* | 79µM* | 18µM* | 25µM* | -11
O=C(NC(=S)Nc1cccc(-c2ccc(CO)o2)c1)c1cccs1 | 25% | ? | -7% | i | -5% | 19% | 13% | -9% | 4
Cc1ccc(NC(=O)c2ccc(S(=O)(=O)NCc3cccnc3)cc2)cc1C | -3% | -8% | 8% | -11% | -2% | -17% | 74%[activator] | -7% | 4
CC1(C)Cc2cccc(OCC(=O)Nc3ccccc3F)c2O1 | . | . | 48%[activator] | -5% | . | -19% | 29% | -5% | .
Cc1cccc(Nc2nc(CC(=O)O)cs2)c1 | 0% | ? | -6% | -4% | -4% | -13% | 0% | 0% | -2
O=C(Nc1ccc(Cl)cc1)C1CCCN(C2=NS(=O)(=O)c3ccccc32)C1 (stereo not given) | . | . | 47%[activator] | -9% | . | -11% | 21% | -24% | -5
CCS(=O)(=O)c1ccc(O)c(N2C(=O)C3C4C=CC(C4)C3C2=O)c1 (stereo not given) | 1% | -19% | 6% | . | 0% | -1% | 4% | -10% | 1
O=C1CCC(=O)N1c1cccc(-c2nc3ccccc3o2)c1 | 22% | -1% | -1% | -1% | -11% | 4% | -12% | -4% | .
O=C(c1c(Cl)nc2sccn12)N1CCCc2ccccc21 | -17% | -10% | 0% | -6% | 0% | -7% | 0% | 1% | -7
O=C(CC1OC(=O)c2ccccc21)Nc1cccc(S(=O)(=O)N2CCCCCC2)c1 (stereo not given) | -16% | -13% | -5% | -5% | -13% | -12% | 12% | -13% | -13
Cc1cc(S(=O)(=O)N2CCOCC2)c(C)s1 | -2% | -3% | 34% | i | 0% | 1% | -6% | -7% | -7
CC(C)NC(=O)c1ccc(CN2CCc3ccccc3C2)cc1 | ? | -6% | 28% | -3% | -2% | -8% | 3% | -11% | 3
O=C(Cc1csc(NC(=O)Nc2cccc(Cl)c2)n1)NCc1cccnc1 | . | . | 13% | 1% | . | -27% | 20% | -5% | -16
COC(=O)c1ccc(NC(=O)c2ccc3c(c2)OCO3)cc1 | -12% | -12% | 3% | 2% | 2% | -6% | 5% | -6% | -5
Cc1ccc(C2=NN(C(=S)Nc3ccccc3)C(c3ccco3)C2)cc1 (stereo not given) | 14% | -13% | -1% | -1% | -10% | 3% | 4% | -7% | -25
Cc1ccccc1CNS(=O)(=O)c1c(C(=O)N2CCCC2)c(C)n(C)c1C | 7% | 6% | 2% | 2% | -3% | -10% | 41%[activator] | 8% | 10
COc1ccc(C(=O)c2coc3ccc(O)c(CN4CCOCC4)c23)cc1 | 23% | -3% | -4% | -1% | -2% | -12% | 5% | -17% | .

Entries of single compounds, looked up by structure. Values in the order: Pol beta inh	Anesthetic bind	APE1 inh	PGK inhibitor	BLM helicase inh	POLH inh	POLI inh	Pol kappa inh	RXFP1 antag
`COc1cc(C2c3c([nH]c(=O)[nH]c3=O)Nc3ccc4ccccc4c32)cc(OC)c1OC` (stereo not given) in the list: 8%	-1%	-7%	?	25µM*	79µM*	18µM*	25µM*	-11
`O=C1CCC(=O)N1c1cccc(-c2nc3ccccc3o2)c1` in the list: 22%	-1%	-1%	-1%	-11%	4%	-12%	-4%	.
`CC1(C)Cc2cccc(OCC(=O)Nc3ccccc3F)c2O1` in the list: .	.	48%[activator]	-5%	.	-19%	29%	-5%	.
`CN1CCc2c(sc3c2C(=O)NC(c2cccc(OC(=O)c4cccs4)c2)N3)C1` (stereo not given) in the list: -7%	-22%	-5%	8%	-7%	-17%	48%[activator]	-4%	.

The listing continues.
SMILES | Pol beta inh | Anesthetic bind | APE1 inh | PGK inhibitor | BLM helicase inh | POLH inh | POLI inh | Pol kappa inh | RXFP1 antag
O=C(NCC(c1cccnc1)N1CCc2ccccc21)c1ccc(F)cc1 (stereo not given) | 7% | 49%[activator] | . | 19% | -1% | -10% | 6% | -10% | -14
CC(=O)c1cccc(NC(=O)NCCc2c[nH]c3ccccc23)c1 | -28% | 5% | -4% | -1% | -5% | -15% | 23% | -7% | -14
COc1cc(/C=C(\C#N)C(=O)NCC2CCCO2)ccc1OCC(=O)O (stereo not given) | 0% | -9% | 1% | -4% | -2% | -14% | 22% | 7% | 13
O=C(c1cc(COc2cccc(C(F)(F)F)c2)on1)N1CCC(Oc2cccnc2)CC1 | 6% | ? | -5% | -4% | -8% | -25% | 62%[activator] | -17% | -7
